OXTR potentiator: human OXTR potentiation. P30559. CHO-OTR cells, Fluo-8 calcium fluorescence, potentiator mode; 0% = oxytocin EC15, 100% = EC100. activation, % at 3 µM. 320,000 compounds, 0.061% hits. AID 2445;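 active = activation above that plate's cutoff, the mean activation of tested compounds plus 3 SD, cut at about 6.6% in these data, passing the limit was not always enough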;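 note: 100% uses oxytocin at 75 nM as the full agonist control; some results filed as inactive read as strong as hits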
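Assay system: CHO-OTR cells, human receptor / Also added: oxytocin at about EC15, sub-maximal agonist stimulus / Dosing: single dose, 3.0 µM nominal final compound concentration / Incubation: 6 min pre-incubation, 100 s read / Technique: Fluo-8 calcium dye fluorescence / Read-out: % activation vs EC15 and EC100 oxytocin / Benchmarks: EC15 oxytocin low, 75 nM oxytocin high / Replicates: singlicate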
CHO parental Ca: counter-screen for OX1R antagonists: effect in parental CHO cells | AID 463079 | inhibition, % at 5.6 µM | 330,000 compounds, 0.63% hits | parental CHO-K1, ATP-induced calcium, Fluo-8 fluorescence;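 active = inhibition above that plate's mean sample inhibition plus 3 SD, cut at about 26% in these data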;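 note: 0% = ATP-challenged DMSO wells and 100% = DMSO wells without ATP; some compounds past the cut are filed as inactive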
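Test system: parental CHO cells; detection: calcium-sensitive Fluo-8 fluorescence; evaluation: percent inhibition of calcium signal; also added: ATP as calcium-mobilizing challenge; repeats: one well per compound; control set: ATP-challenged DMSO wells low, unchallenged DMSO wells high; compound: single nominal dose of 5.6 µM per compound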
M1 PAM parental: M1 PAM counterscreen hit in parental CHO-K1 cells. activation, % at 3 µM. 360,000 compounds, 0.02% hits. ATP EC20, Fluo-8 calcium fluorescence; 0% at ATP EC20, 100% at ATP max;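 active = activation above the run cutoff, the mean activation of all test compounds plus 3 SD, cut at about 40% in these data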;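 note: peak over basal fluorescence ratio in a 140 s read after ATP addition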
OXTR agonist: human OXTR agonism; P30559; CHO-OTR cells, Fluo-8 calcium fluorescence; normalized: DMSO 0%, oxytocin 100%; activation, % at 3 µM; 320,000 compounds, 0.32% hits;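 active = activation above the mean of all tested compounds plus 3 SD, cutoff set per screening run, cut at about 20% in these data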;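 note: peak over basal fluorescence ratio from a 100 s FLIPR kinetic read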
TAAR1 antagonist: human TAAR1 antagonism; Q96RJ0; CHO RD-HGA16 TAAR1, Fluo-8 calcium fluorescence, antagonist; inhibition, % at 3 µM; 360,000 compounds, 1.5% hits; AID 624466;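 active = inhibition above a per-plate cutoff, the mean inhibition of test compounds on that plate plus 3 SD, cut at about 49% in these data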;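 note: 0% = DMSO plus EC80 beta-PEA response and 100% = DMSO alone without agonist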
Target sequence (Q96RJ0 whole entry, looked up): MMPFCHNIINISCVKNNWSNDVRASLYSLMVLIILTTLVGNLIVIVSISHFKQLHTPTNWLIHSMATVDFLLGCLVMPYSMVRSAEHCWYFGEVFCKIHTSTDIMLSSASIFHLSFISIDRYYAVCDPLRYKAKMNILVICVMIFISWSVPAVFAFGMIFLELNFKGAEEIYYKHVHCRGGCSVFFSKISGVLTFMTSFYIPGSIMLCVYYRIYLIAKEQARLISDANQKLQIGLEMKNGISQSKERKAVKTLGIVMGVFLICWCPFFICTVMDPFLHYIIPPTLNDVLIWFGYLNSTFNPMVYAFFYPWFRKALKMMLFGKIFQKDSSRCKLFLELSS
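Material: CHO RD-HGA16 cells bearing hTAAR1; compound dosing: one-point dosing, 3 µM nominal final; schedule: dye loading 75 min at 37 °C, then 30 min room temperature; measured by: calcium fluorescence with Fluo-8; control set: vehicle and agonist controls; replication: n of 1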
V1aR counter: activates human V1a receptor in oxytocin agonist counter-screen. P37288. CHO-V1R cells, Fluo-8 calcium fluorescence, agonist mode; 0% DMSO, 100% 3 nM vasopressin. activation, % at 3 µM. 320,000 compounds, 0.25% hits. AID 2797;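 active = activation above the mean activation of all tested compounds plus 3 SD, per screening run, cut at about 20% in these data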;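 note: signal is peak over basal fluorescence ratio across a 100 second FLIPR read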
Target sequence (P37288 whole entry, looked up): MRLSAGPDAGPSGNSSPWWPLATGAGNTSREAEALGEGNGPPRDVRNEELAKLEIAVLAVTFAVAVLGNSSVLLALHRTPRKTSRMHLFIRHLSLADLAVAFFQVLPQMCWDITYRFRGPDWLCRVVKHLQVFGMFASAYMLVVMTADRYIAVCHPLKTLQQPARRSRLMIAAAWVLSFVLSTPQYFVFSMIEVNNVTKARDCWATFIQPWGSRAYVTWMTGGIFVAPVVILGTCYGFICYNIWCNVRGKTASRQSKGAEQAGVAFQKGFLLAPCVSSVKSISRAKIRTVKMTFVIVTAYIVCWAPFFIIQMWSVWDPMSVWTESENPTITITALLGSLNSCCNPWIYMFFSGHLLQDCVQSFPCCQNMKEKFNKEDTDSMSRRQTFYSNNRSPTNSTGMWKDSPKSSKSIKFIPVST
CHO-K1 Ca ag: counter-screen for M1 agonists: effect in parental CHO-K1 cells; 360,000 compounds, 0.48% hits; activation, % at 3 µM; Fluo-8 calcium fluorescence; scaled to maximal ATP response, vehicle zero; in the data active = activation above about 15%;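 note: untransfected CHO-K1 host cells lacking M1 receptor as counterscreen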
GPR7 antag: blocks human GPR7 receptor signaling | 290,000 compounds, 1.1% hits | GPR7-expressing cells, fluorescence antagonist assay | P48145 | inhibition, % at 4.4 µM; in the data active = inhibition above about 16%, passing the limit was not always enough;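 note: cells stimulated with the agonist NPW; 0% = agonist with vehicle and 100% = vehicle without agonist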
CHO-K1 Ca antag: M1 antagonist counterscreen hit in parental CHO-K1 cells | ATP-induced calcium, Fluo-8 fluorescence | inhibition, % at 3 µM | 360,000 compounds, 0.6% hits | AID 602250;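 active = inhibition above a per-plate cutoff, the plate's mean sample inhibition plus 3 SD, cut at about 24% in these data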;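 note: 0% = DMSO plus EC80 ATP and 100% = DMSO alone without ATP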
An asterisk follows results filed as active; · = no result given.

SMILES | OXTR potentiator | CHO parental Ca | M1 PAM parental | OXTR agonist | TAAR1 antagonist | V1aR counter | CHO-K1 Ca ag | GPR7 antag | CHO-K1 Ca antag
CCOC(=O)C1=C(COC(=O)c2cccc(N(C)C)c2)NC(=O)NC1C (stereo unspecified) | -3 | -14 | 7 | -0.7 | 13 | -0.4 | 1.3 | · | -2
Cc1cc(C)n2nc(SCC(=O)c3c(N)n(CC(C)C)c(=O)n(C)c3=O)nc2n1 | 1 | -11 | 8 | 0.2 | -30 | 0.3 | 0.6 | -14 | -10
CCC(C)C(NC(=O)C1CCC(C)CC1)C(=O)Nc1ccc(OC)cc1OC (stereo unspecified) | -5 | -23 | 13 | -0.5 | -7 | -1.5 | 0.5 | -8 | -15
O=C1OCCC1=CN1CCCCC1 | · | · | -16 | · | 1 | · | 0.2 | · | 0
COc1ccccc1CNC(=O)CSc1ccc(-c2cccc([N+](=O)[O-])c2)nn1 | -3 | -8 | 20 | -2.4 | -14 | -1.5 | 0.0 | 4 | -7
CCCC(=O)N(C1CC(C)C(C#N)(C#N)C1(C#N)C#N)N(C)C (stereo unspecified) | -5 | -6 | 15 | -0.6 | 20 | 0.4 | 0.5 | 2 | -1
CCc1cccc2sc(N(CCCN3CCOCC3)C(=O)CS(=O)(=O)c3ccccc3)nc12 | -5 | -20 | 2 | -0.4 | 38 | -0.8 | 0.5 | · | -5
C/C(=N/NS(=O)(=O)c1ccc(C)cc1)c1ccc2c(c1)OCO2 | · | · | 5 | · | 1 | · | 0.7 | -11 | -6
CCOc1ccc(NC(=O)CC)cc1 | -2 | -5 | · | -1.0 | -6 | 1.4 | · | -5 | ·
COc1ccc(N(CC(=O)Nc2cc(C)on2)S(=O)(=O)c2cc(C)ccc2C)cc1 | -8 | -16 | -9 | 0.2 | -1 | -0.4 | -0.5 | -9 | 23
COc1ccc(C)cc1NC(=O)CN(C)S(=O)(=O)c1cc(C)ccc1OC | 1 | -7 | 21 | -0.6 | -11 | -0.6 | 0.8 | -1 | -10
CCN(CC(=O)Nc1cccc(F)c1)CC(=O)Nc1ccccc1OC | 1 | -22 | 8 | -0.2 | -16 | -0.4 | 2.2 | 11 | -14
CN(CC(=O)Nc1ccc(F)cc1)C(=O)COC(=O)COc1ccc(C#N)cc1 | -3 | -14 | 8 | -1.4 | -16 | -1.1 | 1.2 | · | 1
CCc1nnc(NC(=O)C2CC(=O)N(C3CCCCC3)C2)s1 (stereo unspecified) | 5 | -5 | 6 | 0.4 | -10 | 0.7 | 1.4 | -9 | -7
C[C@@H](CSc1ccc(Br)cc1)CN1CC[C@H](NC(=O)OCc2ccccc2)CCC1=O | -7 | 18 | 19 | 2.5 | 43 | 11 | 6.0 | · | -12
CCN(CC)CCCNC(=O)CNC(=O)c1nn(-c2ccc(OC)cc2OC)c(=O)c2ccccc12 | · | · | 28 | · | -6 | · | 0.9 | · | -17
COc1cc(C(=O)NCC(=O)NC(C)CCc2ccccc2)cc(OC)c1OC (stereo unspecified) | 2 | -20 | 21 | -0.6 | -14 | 0.3 | 0.9 | -9 | -8
CCCCNC(=O)C1(C)CCCCN1Cc1ccccc1-c1ccccc1 (stereo unspecified) | · | · | 15 | · | 19 | · | 0.3 | · | -15
CC[C@H](C)/C=C(C)/C=C/c1cc2c(cn1)C(=O)[C@@](C)(OC(C)=O)C(O)=C2Cl | · | · | -20 | · | -32 | · | 0.2 | · | 13
CC(=O)OCc1cc2cc(C)ccc2[nH]c1=O | -11 | -7 | 6 | -1.3 | 6 | -0.5 | 0.2 | 6 | 6
COc1ccc2[nH]c3c(Cl)ncnc3c2c1 | 1 | 0 | -17 | -2.5 | 3 | -1.1 | -0.5 | 8 | 22
COc1cccc(-c2cnc(C(O)c3ccc(C)cc3)[nH]2)c1 (stereo unspecified) | · | · | 7 | · | -11 | · | 1.2 | · | -15
CCOC(=O)N1CCN(C(=O)Cn2ccc3ccccc3c2=O)CC1 | -5 | 6 | 15 | -0.3 | -6 | 0.1 | 0.2 | -12 | -8
N#Cc1cnn2ccc(-c3ccc4c(c3)CCC4)nc12 | -6 | -13 | 23 | -1.9 | -17 | -1.4 | 1.4 | -7 | -17
CS(=O)(=O)c1ccc2nc(NC(=O)c3cccs3)sc2c1 | -12 | -11 | 16 | 0.1 | 3 | 0.7 | 3.0 | -7 | -13
COCCCNC(=S)N1CCN(c2ccccc2)CC1 | -3 | -7 | 2 | 0.6 | 16 | -0.2 | 0.1 | 9 | 5
CNCCCOc1cccc(Oc2ccccc2)c1 | -1 | -16 | -17 | 5.0 | 8 | 2.2 | 0.0 | 3 | 13
FC(F)(F)c1cc(N2CCNCC2)c2ccccc2n1 | 5 | -15 | 7 | 3.4 | -18 | 0.8 | 0.8 | 0 | -8
CC(C)(C)OC(=O)NNC(=O)NC12CC3CC(CC(C3)C1)C2 | -3 | -4 | 16 | -0.4 | 20 | -1.2 | 0.0 | -2 | -9
Cc1occc1C(=O)N1CCC2(CCCN(Cc3ccc(F)c(F)c3)C2)C1 (stereo unspecified) | -2 | -15 | -7 | -1.1 | -6 | -1.4 | -0.5 | 9 | -4
COc1ccc(CCNc2ncccc2C#N)cc1OC | -9 | -7 | 19 | 1.1 | 2 | 1.5 | 2.2 | 7 | -14
COc1ccc(NC(=O)C23CC4CC(C2)CC(n2cnc(Br)n2)(C4)C3)cc1OC | -2 | 8 | 16 | -0.6 | -15 | 0.6 | 0.7 | 14 | -8
COc1ccc(Cl)cc1CC1(C)C(=O)Nc2ccc(S(=O)(=O)NC3CCCCC3)cc21 (stereo unspecified) | · | · | 22 | · | 13 | · | 0.4 | · | -5
Cc1ccccc1C(=O)NC(CC(C)C)C(=O)Nc1ccc(F)c([N+](=O)[O-])c1 (stereo unspecified) | -3 | -26 | -7 | -1.9 | -20 | 4.4 | 1.0 | 0 | 2
COc1cc(SC)ccc1C(=O)N(C)CC(=O)Nc1cccc2ccccc12 | -1 | -13 | 10 | -0.2 | 12 | 0.0 | 1.1 | · | -7
O=C(NCc1ccco1)c1ccc(COc2ccccc2Cl)cc1 | -6 | -8 | 11 | -0.5 | 24 | -0.2 | 0.6 | 9 | -1
Cc1nnc(N(Cc2ccco2)C(=O)c2ccno2)s1 | -10 | -9 | 11 | 0.9 | 5 | 0.8 | 0.1 | -10 | -3
COc1cccc2cc(C(=O)C3=C(O)C(=O)N(Cc4ccco4)C3c3cccnc3)oc12 (stereo unspecified) | -13 | -6 | -2 | -1.2 | · | 0.2 | -0.2 | -3 | 5
O=[N+]([O-])c1ccccc1NCc1ccccc1Cl | -4 | -6 | -4 | -2.5 | -2 | -0.7 | -0.3 | -14 | -9
COc1ccc(OCCCC(=O)Nc2nc(-c3ccccn3)cs2)cc1 | -9 | -11 | 16 | 1.1 | 10 | 0.7 | 5.0 | -4 | -8
COc1ccc(CN2CCN(c3ccccn3)CC2)c(OC)c1 | -2 | -8 | 10 | 1.7 | -15 | 0.4 | 0.1 | 0 | -1
O=C(Nc1nc(-c2ccco2)c(-c2ccco2)s1)C1CC(=O)N(c2ccc3c(c2)OCCO3)C1 (stereo unspecified) | -5 | -9 | 6 | 0.8 | 4 | 0.2 | -0.1 | -9 | -7
Cc1ccc(C)c(NC(=O)c2cc(S(=O)(=O)N3CCCCC3)c[nH]2)c1 | -2 | -2 | 1 | -0.6 | -24 | 2.2 | 0.6 | -10 | 3
Cc1ccc(C(=O)NC(C)C(c2cccs2)N2CCCC2)s1 (stereo unspecified) | -16 | -21 | 25 | -0.8 | 17 | -1.4 | 7.6 | -12 | -9
CCOC(=O)N1CCC(NC(=O)c2cnn3ccccc23)CC1 | -5 | -5 | 8 | -1.0 | -5 | -0.2 | 5.0 | -13 | 5
O=C(O)c1ccc(N=NN2CCCCC2)cc1 | -4 | -3 | 14 | 1.0 | 22 | 1.4 | 2.5 | -1 | -6
CCN(CC)CCNC(=O)C(C)c1nn(CC)c(=O)c2ccccc12 (stereo unspecified) | 2 | -6 | 5 | 1.1 | · | 0.9 | -0.7 | -6 | -8
C=CCNC(=O)CN(c1ccccc1OCC)S(=O)(=O)c1ccc(C)cc1 | -10 | -17 | 17 | -2.6 | -15 | -0.4 | 1.0 | -7 | -5
CCOC(=O)C=Nc1c(N)n(C)c(=O)n(C)c1=O | -4 | 16 | 8 | 1.0 | -27 | 0.7 | 0.0 | -4 | 3
CC(C)(C)OC(=O)N(CCc1ccccc1)Cc1ccc(OCc2cccc(NC(=O)c3ccccc3)c2)cc1 | · | · | 5 | · | 19 | · | 1.5 | · | 13
Cc1ccc2nc(-c3ccccc3)nn2c1 | · | · | 9 | · | -10 | · | 0.0 | · | -4
CCOC(=O)N1CCC(=NNS(=O)(=O)c2cccc([N+](=O)[O-])c2)CC1 | -2 | -7 | 19 | 0.0 | -3 | 1.3 | 1.0 | -5 | -21
COC(=O)c1ccccc1NC(NC(=O)c1ccco1)C(=O)c1ccccc1 (stereo unspecified) | -1 | -25 | 5 | -1.2 | 16 | -1.5 | 0.0 | -8 | -2
Cc1cc(N2CCC(C)CC2)nc(-n2nc(C)cc2C)n1 | 1 | -24 | 18 | -2.2 | -19 | -0.9 | 0.3 | -8 | -9
COc1ccc(S(=O)(=O)N2CCC(C(=O)NCC3CCCO3)CC2)cc1C (stereo unspecified) | 0 | -9 | 15 | -1.5 | -31 | -0.4 | -0.8 | -4 | -14
O=C1CCCN1CCCn1cnc2c([nH]c3ccc(F)cc32)c1=O | -18 | -3 | 19 | 1.1 | -3 | -0.1 | 0.8 | -3 | -10
C/C(=N\NC(=O)Nc1ccccc1)c1ccccc1 | 4 | -1 | 9 | -2.2 | 5 | -0.6 | 0.1 | -4 | 0
O=C(CCS(=O)(=O)c1ccc(Cl)cc1)NCCc1c[nH]c2ccccc12 | -5 | -9 | 13 | 1.9 | 14 | 1.2 | 0.4 | -4 | -1
CSc1nnc2c(n1)c(C)nn2-c1ccc(C)cc1 | 5 | -2 | 4 | -0.1 | 3 | -0.5 | 0.3 | -10 | -3

Just OXTR potentiator (three entries from above):
SMILES | OXTR potentiator
C/C(=N\NC(=O)Nc1ccccc1)c1ccccc1 | 4
O=C(CCS(=O)(=O)c1ccc(Cl)cc1)NCCc1c[nH]c2ccccc12 | -5
CSc1nnc2c(n1)c(C)nn2-c1ccc(C)cc1 | 5
